MLLE-PAM2 inh: blocks PAM2 peptide binding to the PABP1 MLLE domain; P11940; GST-MLLE / FITC-PAM2 fluorescence polarization; inhibition, % at 20 µM; actives 0.36% (n = 360,000); AID 588489; in the data active = inhibition above about 35%, passing the limit was not always enough;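 note: plate controls were DMSO wells with GST-MLLE for no effect and wells lacking GST-MLLE protein for full effect; some results filed as inactive read as strong as hits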
MsrA inhibitor: inhibits bovine methionine sulfoxide reductase A; purified bovine MsrA, absorbance read-out; inhibition, % at 15.5 µM; actives 0.75% (n = 360,000); in the data active = inhibition above about 4.5%;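 note: 0% = vehicle wells with enzyme and 100% = reference inhibitor wells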
E coli Lon inh: inhibits E. coli Lon protease; P0A9M0; purified E. coli Lon protease, fluorescence polarization; inhibition, % at 7.94 µM; actives 0.42% (n = 360,000); AID 602123; in the data active = inhibition above about 13%, passing the limit was not always enough;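 note: 0% = enzyme with probe and DMSO and 100% = no enzyme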
SKN-1 inh: C. elegans SKN-1 inhibition; C. elegans VP596 Pgst-4::GFP/RFP ratio, acrylamide-induced, 24 h; actives 0.49% (n = 360,000); inhibition, % at 21.8 µM;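 active = interference check ratio from 0.5 to 1.5 plus GFP to RFP signal ratio inhibition reaching or exceeding a fixed threshold, cut at about 30% in these data, passing the limit was not always enough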; note: some compounds called inactive have numbers as strong as hits
NRP1-CendR mod: modulators of CendR peptide binding to human neuropilin-1; O14786; FAM-RPARPAR peptide binding to NRP-1, fluorescence polarization; inhibition, % at 25 µM; actives 0.85% (n = 360,000);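 active = inhibition or corrected inhibition above about 18%, plus a signal ratio from 0.5 to 1.5, limit read from the data, passing the limit was not always enough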; note: strong numbers were not always called active
Target sequence (O14786 whole entry, looked up): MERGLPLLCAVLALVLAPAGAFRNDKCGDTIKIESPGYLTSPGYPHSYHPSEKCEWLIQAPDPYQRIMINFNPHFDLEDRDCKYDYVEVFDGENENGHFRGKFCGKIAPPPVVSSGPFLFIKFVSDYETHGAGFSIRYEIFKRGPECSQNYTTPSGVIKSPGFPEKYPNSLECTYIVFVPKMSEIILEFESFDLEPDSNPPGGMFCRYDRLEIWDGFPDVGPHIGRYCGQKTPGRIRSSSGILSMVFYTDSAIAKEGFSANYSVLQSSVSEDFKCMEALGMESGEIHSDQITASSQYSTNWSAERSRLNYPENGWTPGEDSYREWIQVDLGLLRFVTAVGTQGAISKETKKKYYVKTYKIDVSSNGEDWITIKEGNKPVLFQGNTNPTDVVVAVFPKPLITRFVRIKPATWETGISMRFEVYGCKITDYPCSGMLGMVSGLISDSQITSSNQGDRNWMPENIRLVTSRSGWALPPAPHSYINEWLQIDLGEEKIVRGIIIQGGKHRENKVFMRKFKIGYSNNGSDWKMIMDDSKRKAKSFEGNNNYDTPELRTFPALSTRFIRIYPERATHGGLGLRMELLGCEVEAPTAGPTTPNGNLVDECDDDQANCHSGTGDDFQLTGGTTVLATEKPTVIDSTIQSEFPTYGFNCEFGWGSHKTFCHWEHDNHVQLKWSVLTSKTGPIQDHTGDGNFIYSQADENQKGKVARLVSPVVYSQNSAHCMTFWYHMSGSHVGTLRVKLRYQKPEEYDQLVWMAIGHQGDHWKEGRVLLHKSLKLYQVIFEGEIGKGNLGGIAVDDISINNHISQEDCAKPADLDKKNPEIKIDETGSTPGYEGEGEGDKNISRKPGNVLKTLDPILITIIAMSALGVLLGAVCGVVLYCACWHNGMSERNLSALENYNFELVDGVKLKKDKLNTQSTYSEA
MT1-MMP act inh: MT1-MMP (human) activation inhibition; P50281; HT1080 RFP-PRO-GFP cells, GFP/RFP ratio fluorescence, overnight; percent of plate control window, DMSO zero; GFP/RFP ratio change, % at 20 µM; actives 0.061% (n = 360,000);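 active = GFP/RFP ratio change of at least 30% with cell ATP level not reduced by more than half and red fluorescence within 50% of control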; note: strong numbers were not always called active
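Assay system: HT1080 cells carrying an RFP-PRO-GFP reporter | Dosing: Single dose of 20 µM compound, 1% DMSO final | Incubation: Cells overnight before dosing, compound overnight, 37 °C, 5% CO2 | Evaluation: GFP/RFP fluorescence ratio | Control set: DMSO and RFP-L50D-GFP cell wells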
FAS-TE inh: inhibitors of human fatty acid synthase thioesterase domain. recombinant FAS-TE, OMFH fluorogenic substrate, fluorescence endpoint. actives 0.67% (n = 360,000). inhibition, % at 15 µM. AID 602261;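 active = compounds whose normalised, plate-corrected inhibition of enzyme fluorescence in the single-dose primary screen is 50% or more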;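 note: 0% = DMSO with enzyme and 100% = substrate without enzyme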
MsrA act: activators of bovine methionine sulfoxide reductase A; activation, % at 10.6 µM; actives 0.3% (n = 360,000); purified bovine MsrA, absorbance read-out; in the data active = activation above about 7.5%;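 note: 0% = vehicle and 100% = reference activator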
TbMetRS inhib: blocks T. brucei methionyl-tRNA synthetase activity; purified T. brucei MetRS, ATP depletion, Kinase-Glo luminescence; inhibition, % at 11.9 µM; actives 0.4% (n = 360,000);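 active = inhibition above a per-plate cutoff of the control wells' mean inhibition plus 3 SD, cut at about 5.5% in these data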;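 note: 0% = DMSO wells median and 100% = median of wells with control inhibitor compound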
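assay system = parasite MetRS enzyme | timing = 15 min preincubation, 2 h reaction, all 25 °C | evaluation = percent inhibition relative to median high and low control wells | medium = HEPES buffer containing pyrophosphatase, BSA, spermine, DTT | compound = single dose, 11.9 µM final nominal, 0.9% final DMSO | detection = Kinase-Glo luminescence, ATP depletion format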
An asterisk follows results filed as active; · = no result given.

SMILES	MLLE-PAM2 inh	MsrA inhibitor	E coli Lon inh	SKN-1 inh	NRP1-CendR mod	MT1-MMP act inh	FAS-TE inh	MsrA act	TbMetRS inhib
Cc1ccc(OCC(=O)N(C)CC(=O)Nc2ccc(Cl)c(C(F)(F)F)c2)c([N+](=O)[O-])n1	10	-0.5	3	-24	-3	5	19	-12	3.3
N#Cc1cccc(NC(=O)COC(=O)c2ccccc2C(=O)c2ccc(Cl)c([N+](=O)[O-])c2)c1	-7	-0.2	1	-6	-2	-13	34	-3	-0.4
COc1ccc(S(=O)(=O)Nc2ccc(NC(C)=O)cc2)cc1	-2	-0.5	-6	-2	-3	5	-5	-1	-0.8
CCCC[C@@H]1Cc2[nH][nH]c(=O)c2[C@@H](c2ccc(Cl)cc2)O1	·	-0.5	-3	16	3	2	-66	-2	0.2
Cc1cc(C)n2c(NCc3ccccc3)c(CC(C)C)nc2n1	·	0.4	-1	-7	-4	-1	-5	-2	-0.1
CCC(C)n1c(-c2cccs2)nc2nc3ccccc3nc21 (centres undefined)	-2	-0.4	4	7	10	0	-9	-8	-0.9
Cc1c(Cl)cccc1NS(=O)(=O)c1ccc2c(c1)C1C=CCC1C(c1ccc(C(=O)O)cc1)N2 (centres undefined)	-11	·	1	7	-131	1	26	-6	3.1
Cc1ccc(OCc2occc2C(=O)O)cc1	-5	0.8	3	-2	-1	-1	-3	-4	-0.3
Cc1ccc2cc3cc(C(=O)NCCCN4CCCCCC4)oc3nc2c1	-16	1.4	2	5	1	7	-7	-11	-0.4
Cc1ccc(C(=O)OCC(=O)NC2CCCC(C)C2C)cc1S(=O)(=O)N1CCCCC1 (centres undefined)	-2	0.1	-8	-6	-18	-3	20	-3	0.3
O=C(CSc1ccc(-c2ccccn2)nn1)c1ccc([N+](=O)[O-])cc1	26	0.9	0	-6	-6	5	16	-6	-0.8
O=C(NCc1cccnc1)NC1CC(=O)N(c2ccc3c(c2)OCCO3)C1 (centres undefined)	-9	0.9	-11	-16	-13	8	-7	-4	-0.6

Record cards (already shown).
`CCCC[C@@H]1Cc2[nH][nH]c(=O)c2[C@@H](c2ccc(Cl)cc2)O1` across the screens: MLLE-PAM2 inh = ·; MsrA inhibitor = -0.5; E coli Lon inh = -3; SKN-1 inh = 16; NRP1-CendR mod = 3; MT1-MMP act inh = 2; FAS-TE inh = -66; MsrA act = -2; TbMetRS inhib = 0.2
`Cc1ccc(C(=O)OCC(=O)NC2CCCC(C)C2C)cc1S(=O)(=O)N1CCCCC1` (centres undefined) across the screens: MLLE-PAM2 inh = -2; MsrA inhibitor = 0.1; E coli Lon inh = -8; SKN-1 inh = -6; NRP1-CendR mod = -18; MT1-MMP act inh = -3; FAS-TE inh = 20; MsrA act = -3; TbMetRS inhib = 0.3

Following part.
SMILES	MLLE-PAM2 inh	MsrA inhibitor	E coli Lon inh	SKN-1 inh	NRP1-CendR mod	MT1-MMP act inh	FAS-TE inh	MsrA act	TbMetRS inhib
CCCCCC1CC(CC(=O)NC(=S)Nc2ccc([N+](=O)[O-])cc2)C(=O)O1 (centres undefined)	22	0.3	2	9	21	3	21	0	-1.0
CC(C)N1CCCC(CNC(=O)CCc2nnc(CCCCc3ccccc3)o2)C1 (centres undefined)	9	1.2	6	0	2	-1	-6	-3	0.1
CCN(CC)CCOC(=O)c1ccc(NC(=O)C(C)NC(=O)C23CC4CC(CC(C4)C2)C3)cc1 (centres undefined)	-5	0.2	1	3	8	7	-9	-2	0.2
Cc1cc2cc(CNC(=O)c3ccco3)ccc2n1C	37	-0.3	14*	49*	31*	22	-9	-1	-0.5
COc1cc(/C=N/Nc2ccc(C(=O)O)cc2)cc(OC)c1OC	-10	2.6	-2	4	-1	17	4	-2	1.0
Nc1nc2c(c(=O)[nH]1)CN(Cc1ccccc1)CC2	-18	-0.8	9	4	22	0	-14	-7	-0.5
O=C(c1ccc(F)cc1)N1CCCN(c2nc(-c3ccccc3)ns2)CC1	-5	-0.2	-4	-4	0	4	20	-7	-0.6
COc1ccc(NC(=O)c2cc(-c3cc(F)ccc3OC)n[nH]2)cc1OC	-7	0.8	-5	18	4	-1	2	-3	-0.3
CC1=C(/C=C/C(C)=C/C=C/C(C)=C\C(=O)O)C(C)(C)CCC1	12	0.1	-6	3	-7	1	·	0	-0.1
C=CCNC(=O)Cc1c(OC)ccc2cc(Br)ccc12	5	2.1	0	-4	-1	18	-8	-15	-0.7
Cc1ccccc1NC(=O)CNC(=O)c1ccc(C(F)(F)F)cc1	3	-0.8	7	-5	7	-5	-4	-7	-0.7
CCc1ccc(CCC(=O)Nc2nnc(CC)s2)o1	1	-0.1	9	2	-8	4	-1	-8	-1.1
O=C(Nc1nnc(-c2ccc(Cl)s2)o1)C1CC1	3	0.3	-6	4	7	3	-7	-2	-0.3
CC(NC(=O)COC(=O)C12CC3CC(CC(O)(C3)C1)C2)c1ccccc1 (centres undefined)	21	0.5	-2	22	-8	2	-4	-2	-0.1
CC1CCCCN1C(=O)CSc1nc(-c2ccccc2)cc(=O)[nH]1 (centres undefined)	17	1.1	-3	-6	11	1	-8	-13	-1.4
COC(=O)Nc1ccc2c(c1)OCO2	-10	0.2	-1	13	1	8	-7	-1	0.0
O=C(NCc1ccccc1Cl)C1CCCN1C(=O)NCc1ccccc1 (centres undefined)	6	0.2	-5	6	5	0	-3	0	-2.0
O=[N+]([O-])c1ccc(NN=C2CCCCC2)c([N+](=O)[O-])c1	14	1.9	0	6	14	4	23	-2	-0.1
CCOC(=O)Cc1cc(-c2ccc(O)cc2)nc2ccc3ccccc3c12	-5	1.9	0	-1	-1	6	1	-4	-0.5
COc1ccc(OC)c(C(c2nnnn2Cc2ccco2)N2CCN(C)CC2)c1 (centres undefined)	-9	-0.4	-2	4	-6	-1	-9	-10	-0.4
CCOc1ccc(C(C)=O)cc1COc1cccnc1[N+](=O)[O-]	-11	-1.2	3	15	-4	-2	-2	-2	0.0
CCn1c(CSc2ncccn2)nnc1SCC(=O)N1CCCCC1	3	-0.3	-3	4	-1	5	-5	-7	-0.9
O=C(CNc1ccc(Br)cc1)NC(=O)NC1CCCCC1	-3	2.5	-1	10	16	2	9	-2	-0.3
CC(C)CCOc1ccc(C(=O)O)cc1	-13	0.2	-6	-9	24	4	-4	1	0.3

Structures listed so far containing bromine:
SMILES	MLLE-PAM2 inh	MsrA inhibitor	E coli Lon inh	SKN-1 inh	NRP1-CendR mod	MT1-MMP act inh	FAS-TE inh	MsrA act	TbMetRS inhib
C=CCNC(=O)Cc1c(OC)ccc2cc(Br)ccc12	5	2.1	0	-4	-1	18	-8	-15	-0.7
O=C(CNc1ccc(Br)cc1)NC(=O)NC1CCCCC1	-3	2.5	-1	10	16	2	9	-2	-0.3

Next section.
SMILES	MLLE-PAM2 inh	MsrA inhibitor	E coli Lon inh	SKN-1 inh	NRP1-CendR mod	MT1-MMP act inh	FAS-TE inh	MsrA act	TbMetRS inhib
COc1cccc(-c2cc(C(=O)N3N=C(C)CC3(O)C(F)F)c3ccccc3n2)c1 (centres undefined)	-7	1.3	-15	-10	6	-2	0	-5	-1.3
CCN1CCN(C(C(=O)NC2CCCCC2)c2ccc(Cl)cc2)CC1 (centres undefined)	-3	-0.9	1	15	20	1	0	-1	-0.6
CCCNC(=O)C1(C)CCN(C(=O)c2ccc(F)cc2Cl)C1 (centres undefined)	-18	-1.2	3	6	-10	8	-8	-10	-0.4
Cc1cc(Nc2ccc(F)cc2)c2ccccc2n1	12	0.9	-1	2	0	-1	-2	-2	-0.2
CCOC(=O)C1=CNS(=O)(=O)NC1c1ccc(C#N)cc1 (centres undefined)	9	-1.0	-2	-11	-5	1	-9	-1	0.1
COC(=O)c1ccccc1S(=O)(=O)N1CCn2cccc2C1C (centres undefined)	6	-0.3	-5	-3	-10	-8	-3	-3	-0.3
O=C(NC1CCCC1)C1CCN(C(=O)c2ccc(Cl)cc2)CC1	-13	-1.4	-3	-10	4	0	-3	-2	-0.2
O=C(CC(=O)Nc1ccccn1)Nc1ccccn1	2	1.4	-4	4	-10	0	-10	-7	-0.4
Cc1ccc(NC(=O)CSc2nc3ncc(Cl)cc3[nH]2)c(C)c1	-26	0.2	7	-4	3	0	-8	-5	0.0
O=C(Cn1cnc(S(=O)(=O)N2CCCCC2)c1)Nc1ccc(OC(F)(F)F)cc1	-13	0.0	0	3	3	1	-3	1	0.4
CCc1ccc(CN2CCC(C(=O)Nc3ccc(Oc4ccccc4)nc3)CC2)o1	-15	-1.6	-6	13	14	1	-5	-2	-0.4
c1ccc(Cn2nnnc2C(c2cccs2)N2CCSCC2)cc1 (centres undefined)	6	0.1	-4	11	0	1	14	3	0.8
Cn1c(C2CCCCC2)nc2cc(N)ccc21	20	0.2	-12	2	6	-2	-6	-1	0.7
Cc1ccc(S(=O)(=O)N2[C@@H](c3ccccc3)C(C(=O)O)=CC[C@H]2c2ccc(Cl)c(Cl)c2)cc1	-5	1.3	-8	7	-18	2	14	-3	0.1
O=C(COc1ccc(Cl)cc1)Nc1ccc2oc(=O)ccc2c1	12	-1.5	6	13	2	4	-2	0	-0.1
CNC(=O)NC(=O)C(C)N1CCN(C/C=C/c2ccccc2)CC1 (centres undefined)	-16	-1.1	-3	19	9	1	-6	-2	-0.2
CCOC(=O)NC(Nc1cc(C)on1)(C(F)(F)F)C(F)(F)F	-1	0.5	-13	18	16	13	-12	-4	-0.3
COc1ccc(-c2c(-c3ccc(OC)nc3)c3ccccc3n2C)cc1	11	2.1	4	19	-6	5	26	1	-0.1
Oc1c(C(c2ccccc2)N2CCN(Cc3ccccc3)CC2)sc2ncnn12 (centres undefined)	13	0.2	-8	9	0	0	-31	-3	-0.4
CCOc1ccccc1NC(=O)c1cccc(NC(=O)C2CCCC2)c1	13	0.0	-2	16	-1	1	6	-1	-0.5
O=C(Nc1ccc(Cl)c(S(=O)(=O)N2CCOCC2)c1)c1ccc2c(c1)OCO2	4	0.5	-2	-9	-6	3	11	-1	0.0
CN(C(=O)CSc1nncn1C)C1CCCN(Cc2ccccc2F)C1 (centres undefined)	6	-0.4	-10	6	-2	0	-4	-3	-0.3

Compounds were not picked by outcome (roughly 4% active in at least one column).
